Screening results as filed in PubChem.
ERK EGF inh: EGF-driven ERK pathway inhibition. Potency, µM (doses to about 11.5 µM), for inactives: top-dose activity change, negative = inhibition, hits mostly inhibitors. HEK293-V1b, EGF-stimulated phospho-ERK AlphaScreen. actives 0.41% (n = 130,000). AID 1454; active means well fitted inhibition curve with a large enough effect; inconclusive means small, poorly fitted or top-dose-only effect, or effect the other way;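 further: plate controls were stimulated vehicle wells for no effect and unstimulated vehicle basal for full effect; nearly all actives have a fitted effect of over 55% in size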
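Homogeneous cell-based phospho-ERK assay: HEK293/V1b cells in 1% FBS, compound 30 min then EGF 5 min, AlphaScreen luminescence. Activity normalized between DMSO and 25 nM EGF controls; AC50 from Hill modelling.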
The depositor's hits bear a star; ? = inconclusive; & = joins results of further samples; [ ] = another dose, or the depositor's remark. Potency means the concentration at half of the fitted maximal effect.

SMILES	ERK EGF inh
C=CCNC(=S)NS(=O)(=O)c1cccs1	10%
CCCCC/C=C\C/C=C\C/C=C\CCCCC(=O)NCC(=O)O	0%
CN(CC1COc2ccccc2O1)C(=S)NC1CCCCC1 (stereo unspecified)	-11%[57.5 µM]
O=C(N/N=C/c1ccco1)c1cccc(N2CCCC2=O)c1	3%
Cc1cccc(OCC(=O)NCC(=O)N/N=C/c2cc(Br)ccc2OCc2ccccc2)c1	-2%
COC(C(=O)Nc1ccc(S(=O)(=O)Nc2ccc(F)cc2)cc1)c1ccccc1 (stereo unspecified)	1%
CNCC(=O)N(CC(C)C)c1c(N)n(CC(C)C)c(=O)[nH]c1=O	0%
Cc1c(/C=N/NC(=O)c2cc(C(C)(C)C)[nH]n2)c2ccccc2n1C	1%[57.5 µM]
CN1C(=S)N2CCCN2C1c1ccccc1 (stereo unspecified)	9%[57.5 µM]
NNC(=O)/C(=N/Nc1ccccc1)S(=O)(=O)c1ccc(Cl)cc1	2%

Overlap with the part before: 5 compounds, then new ones.
SMILES	ERK EGF inh
COC(C(=O)Nc1ccc(S(=O)(=O)Nc2ccc(F)cc2)cc1)c1ccccc1 (stereo unspecified)	1%
CNCC(=O)N(CC(C)C)c1c(N)n(CC(C)C)c(=O)[nH]c1=O	0%
Cc1c(/C=N/NC(=O)c2cc(C(C)(C)C)[nH]n2)c2ccccc2n1C	1%[57.5 µM]
CN1C(=S)N2CCCN2C1c1ccccc1 (stereo unspecified)	9%[57.5 µM]
NNC(=O)/C(=N/Nc1ccccc1)S(=O)(=O)c1ccc(Cl)cc1	2%
COc1ccc(N2Cc3ccccc3C2=NC(=O)c2ccc(C)cc2)cc1OC	-5%
COc1ccc(-n2nc(C#N)c(Cl)cc2=O)cc1	3%
COC(=O)C1CC(=O)N(c2ccc(C)cc2)C1 (stereo unspecified)	-4%
C/C(=N\Nc1cccc([N+](=O)[O-])c1)c1cc(F)ccc1O	11%[57.5 µM]
Cc1ccc(CC(NC(=O)c2ccccc2)C(=O)NC(Cc2ccccc2)C(=O)O)cc1 (stereo unspecified)	-7%
COC(=O)[C@@]1(Cc2ccc(F)cc2)[C@H]2c3cc(C(=O)N(C)C)n(CCc4ccc(O)c(O)c4)c3C[C@H]2CN1C(=O)c1ccccc1	-5%
Cc1ccc([N+](=O)[O-])cc1NC(=O)c1ccc2c(c1)OCO2	-13%
CCOC(=O)N1CCN(C(=O)c2ccc(OCC)c(OCC)c2)CC1	12%
COc1ccc([N+](=O)[O-])cc1NC(=O)c1ccc(C)o1	-2%
O=C(NCCc1nc(-c2ccccc2)cs1)c1ccc(Br)cc1	?
O=C(NNC(=S)Nc1ccccc1C(F)(F)F)c1cccnc1	9%
CCOC(=O)C(C(=O)c1ccccc1)[C@H](CCc1ccccc1)NC(=O)OC (stereo partly specified)	-7%
Cc1ccc(NC(=O)Nc2nnc(-c3ccccc3F)s2)cc1	-3%[57.5 µM]
CC(C)C[C@H](NC(=O)CCCn1nnc2ccccc2c1=O)C(=O)O	-5%[57.5 µM]
Cc1nc2sc(C(=O)Nc3ccccc3Cc3ccccc3)c(C)c2c(=O)[nH]1	10%[57.5 µM]
CCOC(=O)N1CCC(NC(=O)CCCC(=O)O)CC1	3%[57.5 µM]
Cc1cccc2nc(-c3cccnc3)c(Nc3ccccc3)n12	-1%
COc1ccccc1NC(=O)N(C1CCCC1)C1CCN(C(C)=O)CC1	-1%
COc1ccc(NC(=S)NCc2cccs2)cc1	-2%
O=C(C[n+]1cc(Br)cc(Br)c1)c1cccc([N+](=O)[O-])c1	-12%
COc1cc(C(=O)ON=C2C=C(C)C(=O)C(C)=C2)cc(OC)c1OC	-1%
C[C@@H]([C@H](O)c1ccc(O)cc1)N1CCC(Cc2ccccc2)CC1	3%
CC/C(=C(\c1ccc(O)cc1)c1ccc(OCCN(C)C)cc1)c1ccccc1	-1%[57.5 µM]
COc1ccc(C[C@@H]2CN3C(=NC[C@@H]3Cc3ccc(O)cc3)N2C[C@H](C)NC(=O)CCC2CCCCC2)cc1	-6%[57.5 µM]
CN1C(=O)C(CC(=O)Nc2ccccc2)S/C1=N/c1nccs1 (stereo unspecified)	20%
CNC(=O)c1ccc(NC(=O)c2cccc(C(F)(F)F)c2)cc1	8%
CC(C)C(=O)Nc1ncc(Cc2ccc(Cl)cc2)s1	-4%
O=C1OC(c2cccc([N+](=O)[O-])c2)C2(CCCC2)C(=O)C12CCCCC2 (stereo unspecified)	-9%
CCCCc1ccc(NC(=S)NCC2CCCO2)cc1 (stereo unspecified)	2%
COc1ccc(/C=C/c2nnc(NC(=O)COc3ccccc3)s2)cc1	7%[57.5 µM]
COc1ccc(N(CN2C(=O)c3ccccc3C2=O)C(=O)COc2ccc(Cl)cc2Cl)cc1	2%
Cc1ccc(/C=N/NC(=O)Cn2cnc3ccccc32)cc1	12%
Cc1cccc(C(=O)N2CCc3ccccc3C2)c1[N+](=O)[O-]	0%
Cc1nn(Cc2c(Cl)cccc2Cl)c(C)c1NC(=O)CCCn1nc(C)c([N+](=O)[O-])c1C	0%
CN(C)S(=O)(=O)c1ccc(Cl)c(NC(=O)CN2CCCCCC2)c1	5%
N#CCCN(CCC#N)C(=S)NC1CC2C=CC1C2 (stereo unspecified)	-1%[57.5 µM]
COCCN1Cc2cccc(C(=O)NC(C)CCc3ccco3)c2C1=O (stereo unspecified)	2%[57.5 µM]
CN(Cc1ccc2nonc2c1)Cc1nc(Cc2cccc(F)c2)no1	-31%
CN1CCN(S(=O)(=O)c2cc([N+](=O)[O-])ccc2N/N=C/c2ccc(Cl)cc2)CC1	9%
COc1nc(C)nc2c1ccc1ccccc12	0%
O=C(N/N=C/c1ccc(-c2cccc([N+](=O)[O-])c2)o1)c1ccccc1O	?
CSc1cc(C)[nH]c(=O)n1	2%
Cc1cccc(C)c1OCC(=O)N(Cc1ccc(N(C)C)cc1)C1CCS(=O)(=O)C1 (stereo unspecified)	-6%[57.5 µM]
CC(C)n1cc([C@@H]2C[C@H]3CN(Cc4cccc(Cl)c4)C(=O)[C@]34CCCN24)cn1	19%
CC(C)OC(=O)C(C)Nc1ccc(F)c(Cl)c1 (stereo unspecified)	-10%[57.5 µM]
COc1ccc(/C=C2\SC(=S)N(CC(=O)OCC(=O)Nc3cc(Cl)cc(Cl)c3)C2=O)cc1	-5%[57.5 µM]
CCc1cc2c(C)ccc(C)c2nc1SCC(=O)Nc1c(C)[nH]c(=O)[nH]c1=O	28%
CN(C(=O)c1c[nH]c(=O)cc1C(F)(F)F)c1ccc(Cl)c(Cl)c1	1%[57.5 µM]
Cc1ccc(C(=O)N/C(=C\c2ccc(Cl)cc2)C(=O)NCCCN2CCOCC2)cc1	7%
CCCN(CCC)C(=O)C1CCN(c2cc(C)nc3c(-c4ccc(OC)c(OC)c4)c(C)nn23)CC1	-5%

Later entries.
SMILES	ERK EGF inh
CCOC(=O)C1=NN(c2ccc(Cl)cc2)C(c2ccccc2)CC1=O (stereo unspecified)	-4%
COc1ccc(C(CC(=O)N2CCOCC2)c2c(OC)cc(OC)c3ccc(=O)oc23)cc1 (stereo unspecified)	-7%[57.5 µM]
O=C(/C=C/Nc1ccc(F)cc1)c1ccc(Br)cc1	-4%
CNC(=S)NCc1ccc2[nH]c(C)cc2c1	7%
NC1(C(=O)O)CC1	15%&11%
NNC(=O)c1cnn(-c2ccccc2)c1-n1cccc1	-5%
COc1ccc(CCNC(=O)C2CC(c3cccc(F)c3)=NO2)cc1 (stereo unspecified)	-7%[57.5 µM]
CC(=O)Nc1ccc(N=C(C2=C(O)c3ccccc3C2=O)c2ccccc2)cc1	-4%
Cc1ccc(NC(=O)CN2CCC(NC(=O)C3CCCCC3)CC2)c(Br)c1	-8%
NC(=O)CSc1ncc(-c2ccc([N+](=O)[O-])cc2)[nH]1	-1%
CN(C)c1ccc(/C=N/NC(=O)c2ccc(CN3C(=O)c4cccc5cccc3c45)cc2)cc1	21%
Nc1c(-c2n[nH]c(=S)n2-c2ccc(Cl)cc2Cl)cnn1-c1ccccc1	5%[57.5 µM]
Cc1ccc(C(=O)COC(=O)CNC(=O)CN2C(=O)c3ccccc3C2=O)cc1	-4%
Cc1onc(-c2ccc(Cl)cc2)c1-c1ccnc(SCC(=O)Nc2cc(Cl)cc(Cl)c2)n1	7%[57.5 µM]
COc1cc(CCN2C(=O)N[C@@H](c3ccccc3)C(C(C)=O)=C2C)cc(OC)c1OC	5%
Cn1cnnc1SCc1ccc(C(=O)NN)cc1	-2%
COC(=O)c1cc(C(=O)OCC(=O)N2c3ccccc3NC(=O)C2(C)C)cc([N+](=O)[O-])c1	-1%
COc1ccc(CCN2C(=O)CC(C(N)=O)SC2=Nc2ccccc2)cc1 (stereo unspecified)	-1%[57.5 µM]
COCCn1c(SCC(=O)NCc2ccco2)nnc1C(C)C	2%
Cc1cccc(C(=O)N2CCC(=O)N(C(COCc3cccc(Cl)c3)Cc3ccccc3)CC2)c1 (stereo unspecified)	3%
Cc1ccc(Cc2cnc(NC(=O)C3=NCCN3)s2)cc1	1%
Cc1nc2sc3c(c2c(=O)n1NC(=O)CCBr)CCCC3	3%
CCOC(=O)c1c(NC(=O)COc2cccc3c2CCN(CC)C3=O)sc2c1CCC2	3%
CCC(C)Nc1nc(-c2cccc(OC)c2O)nc2ccccc12 (stereo unspecified)	0%[57.5 µM]
O=C(CSc1nnc(-c2ccncc2)o1)NC1CCCCC1	-3%
CCN(CC)S(=O)(=O)c1ccc(C)c(NC(=O)Cn2c(=O)cnc3ccccc32)c1	-1%
O=C1/C(=C/c2cccnc2)SC(=S)N1Nc1ccccc1	-4%[57.5 µM]
O=C(CCc1ccccc1)NC(=S)Nc1ccc(S(=O)(=O)N2CCOCC2)cc1	-4%
CCN1CCN(C(=O)Nc2ccccc2OC)CC1	-4%
O=CNn1cnc2c(oc3nc(-c4ccccc4)cc(-c4ccco4)c32)c1=O	3%
Cc1nc(C)c(/C(O)=C/c2nc3ccccc3oc2=O)s1	-4%
c1ccc(CCNc2nc(-c3ccccn3)nc3ccccc23)cc1	1%[57.5 µM]
C=CCNC(=S)N1CCN(CCNC2=CC(=O)CC(C)(C)C2)CC1	-1%[57.5 µM]
COC(=O)CC1Oc2cc3oc4c(c3cc2O1)C(=O)CC(C)(C)C4 (stereo unspecified)	-2%
COCCNC(=O)COc1ncnc2scc(-c3ccc(F)cc3)c12	-5%
CCN(CC)C(=O)c1ccc(S(=O)(=O)N2CCC(c3nc4ccccc4s3)CC2)cc1	-5%
COc1ccc(-n2c(Cc3ccccc3)nnc2SCc2ccc([N+](=O)[O-])cc2)cc1	1%
COc1cccc(/C=N/N2CCN(C)CC2)c1	2%
CC(NS(=O)(=O)c1ccc(Br)cc1)C(c1cccs1)N1CCOCC1 (stereo unspecified)	-1%
O=C(/C=C/c1cccc(Br)c1)N1CCN(c2ccccn2)CC1	0%
O=C(COC(=O)CCSc1ccc(Cl)cc1)NCc1ccccc1	-7%
Cc1ccc(Sc2c(CO)c(-c3ccccc3)nn2C)cc1	3%
COc1ccccc1NC(=O)Cn1c(=O)c(N(C)C)c(N)n(C)c1=O	-1%
Cn1c(=O)[nH]c(=O)c2c1nc(N/N=C/c1ccncc1)n2Cc1ccc(Cl)cc1	1%[57.5 µM]
Cc1nn(Cc2ccccc2)c(Cl)c1C(=O)OCC(=O)NC(=O)NC12CC3CC(CC(C3)C1)C2	-3%
Cc1ccc(-n2c(=O)c3c4c(sc3n3c(=S)[nH]nc23)CCC4)cc1	3%[57.5 µM]
CN(C)S(=O)(=O)c1cccc(NC(=O)NCCCl)c1	-3%[57.5 µM]
COc1ccccc1CN(Cc1nc2ccccc2c(=O)[nH]1)S(=O)(=O)c1ccc2ccccc2c1	-1%
O=C(c1ccc2snnc2c1)N1CCCCC1	-6%
NC(=O)CSc1nnnn1CC(CC(=O)O)c1ccccc1 (stereo unspecified)	10%

(continued)
SMILES	ERK EGF inh
CC(=O)c1cn(N(C)c2ncc(C(F)(F)F)cc2Cl)c(=O)[nH]c1=O	-7%
COc1cccc(/C=C2\SC(=S)N(c3cccnc3)C2=O)c1OC	1%
NC(=O)N/N=C\c1ccc([N+](=O)[O-])o1	2%[25.7 µM]
Cc1ccc2c(c1)C1CN(C)CCC1N2C(=O)c1ccccc1NS(=O)(=O)c1ccc(F)cc1C (stereo unspecified)	1%
O=C(COc1cccnc1[N+](=O)[O-])Nc1ccc2c(c1)CCC2	-4%[57.5 µM]
CCOC(=O)/C(=N\Nc1cccc(C(F)(F)F)c1)N1CCOCC1	-1%
O=C(O)c1cccc(S(=O)(=O)N2Cc3ccccc3C2)c1	-1%
CC(=O)Nc1ccc(-c2nnn(CC(=O)Nc3ccc4c(c3)OCO4)n2)cc1Cl	0%

Structures shown so far containing a nitro group on carbon, in the order listed:
SMILES	ERK EGF inh
C/C(=N\Nc1cccc([N+](=O)[O-])c1)c1cc(F)ccc1O	11%[57.5 µM]
Cc1ccc([N+](=O)[O-])cc1NC(=O)c1ccc2c(c1)OCO2	-13%
COc1ccc([N+](=O)[O-])cc1NC(=O)c1ccc(C)o1	-2%
O=C(C[n+]1cc(Br)cc(Br)c1)c1cccc([N+](=O)[O-])c1	-12%
O=C1OC(c2cccc([N+](=O)[O-])c2)C2(CCCC2)C(=O)C12CCCCC2 (stereo unspecified)	-9%
Cc1cccc(C(=O)N2CCc3ccccc3C2)c1[N+](=O)[O-]	0%
Cc1nn(Cc2c(Cl)cccc2Cl)c(C)c1NC(=O)CCCn1nc(C)c([N+](=O)[O-])c1C	0%
CN1CCN(S(=O)(=O)c2cc([N+](=O)[O-])ccc2N/N=C/c2ccc(Cl)cc2)CC1	9%
O=C(N/N=C/c1ccc(-c2cccc([N+](=O)[O-])c2)o1)c1ccccc1O	?
NC(=O)CSc1ncc(-c2ccc([N+](=O)[O-])cc2)[nH]1	-1%
COC(=O)c1cc(C(=O)OCC(=O)N2c3ccccc3NC(=O)C2(C)C)cc([N+](=O)[O-])c1	-1%
COc1ccc(-n2c(Cc3ccccc3)nnc2SCc2ccc([N+](=O)[O-])cc2)cc1	1%
NC(=O)N/N=C\c1ccc([N+](=O)[O-])o1	2%[25.7 µM]
O=C(COc1cccnc1[N+](=O)[O-])Nc1ccc2c(c1)CCC2	-4%[57.5 µM]

Some of the compounds tested (hit frequency here may not be typical).
